High-throughput results as filed in PubChem BioAssay.
INS-1E GSIS act: primary screen for activators of insulin secretion dependent on glucose, INS-1E cells, GLuc reporter luminescence; INS-1E GLuc reporter insulin secretion, 2-3 h; activation, % at 16.6 µM; 0.61% of 370,000 active; AID 743287;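 active = lowest replicate activation of at least 40%, so every replicate reaches that level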;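 note: 0% = median of neutral control wells and 100% = median of IBMX positive control wells; some compounds called inactive have numbers as strong as hits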
esBAF inh: SWI/SNF esBAF complex inhibition | mouse ES cells, Bmi1-luciferase knock-in reporter, 24 h; 100% = twice the neutral-well signal | reporter increase, % at 12.5 µM | 2% of 350,000 active; in the data active = activation above about 40%;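 note: 0% = median of the plate's neutral control wells and 100% = double that signal; a rise in the Bmi1 reporter signal indicates esBAF inhibition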
CFTR F508del cor: CFTR F508del correction in bronchial cells; CFBE cells, YFP halide quenching; stimulated with forskolin plus potentiator P3; % fluorescence drop versus neutral controls; 0.36% of 350,000 active; activity (quench increase), % at 7.58 µM;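 active = mean added fluorescence quench of at least 8% versus neutral control, with both replicates also reaching 8%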;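 note: cells transiently co-express mutant CFTR-F508del with the halide-sensitive YFP; corrector assay measuring rescue of mutant channel to the surface after 24 h compound exposure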
ERAP1 HTS inh: ERAP1 (human) enzyme inhibition. Q9NZ08. recombinant ERAP1, Leu-AMC fluorescence, 60 min. inhibition, % at 10.7 µM. 0.15% of 340,000 active. AID 652197;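 active = mean replicate inhibition of at least 30%, or all replicates individually reaching that 30% level; inactive = mean below 30% and not every replicate reaching it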;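 note: 0% = neutral control wells and 100% = L-leucinethiol positive control wells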
Target sequence (Q9NZ08 whole entry, looked up): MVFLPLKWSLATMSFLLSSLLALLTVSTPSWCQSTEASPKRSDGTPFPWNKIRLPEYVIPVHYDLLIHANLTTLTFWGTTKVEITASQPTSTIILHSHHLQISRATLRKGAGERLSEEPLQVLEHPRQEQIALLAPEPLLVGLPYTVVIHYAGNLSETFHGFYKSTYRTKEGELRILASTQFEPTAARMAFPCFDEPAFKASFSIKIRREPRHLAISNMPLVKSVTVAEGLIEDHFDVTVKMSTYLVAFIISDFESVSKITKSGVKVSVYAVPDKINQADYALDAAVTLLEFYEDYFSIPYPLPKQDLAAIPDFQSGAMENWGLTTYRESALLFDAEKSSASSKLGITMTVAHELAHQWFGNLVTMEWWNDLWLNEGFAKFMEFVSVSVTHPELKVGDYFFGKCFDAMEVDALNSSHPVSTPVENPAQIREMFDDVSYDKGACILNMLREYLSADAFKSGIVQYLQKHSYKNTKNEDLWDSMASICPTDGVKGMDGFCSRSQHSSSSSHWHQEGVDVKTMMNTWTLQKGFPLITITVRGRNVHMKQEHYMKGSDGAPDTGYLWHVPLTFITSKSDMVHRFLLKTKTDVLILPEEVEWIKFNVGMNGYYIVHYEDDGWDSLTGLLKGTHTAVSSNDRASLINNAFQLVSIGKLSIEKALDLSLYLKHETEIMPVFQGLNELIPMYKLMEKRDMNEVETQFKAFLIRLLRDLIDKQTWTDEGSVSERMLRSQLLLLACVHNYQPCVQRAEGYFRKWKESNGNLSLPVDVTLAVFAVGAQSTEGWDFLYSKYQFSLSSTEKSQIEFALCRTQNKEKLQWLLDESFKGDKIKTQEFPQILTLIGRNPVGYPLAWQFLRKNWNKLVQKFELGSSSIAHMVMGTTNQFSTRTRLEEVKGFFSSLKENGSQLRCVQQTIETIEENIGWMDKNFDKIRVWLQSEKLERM
XiGFP reactiv: X-chromosome reactivation activator. XiGFP mouse fibroblasts, % GFP-positive cells imaging, 3 d; cells co-treated with 5-aza-dC sensitizer; scaled so ellipticine positive control = 100%. activation, % at 7.58 µM. 0.055% of 360,000 active. AID 743238;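 active = mean normalized replicate activation at least 10% and every replicate at or above 10%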;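 note: 0% = median of on-plate neutral control wells and 100% = ellipticine 6 µM median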
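System: 68-5-11 XiGFP fibroblast line | Buffer or medium: DMEM containing 5-aza-dC | Compound: Single point | Times: Compounds 3 days, fix/stain 15 min at room temperature | Benchmarks: Positive control ellipticine, 6 µM final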
RAD54 inh: RAD54 (human) branch migration inhibition | Q92698 | RAD54 Holliday junction branch migration, FAM/BHQ fluorescence | inhibition, % at 10.4 µM | 0.14% of 360,000 active | AID 602329;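 active = mean normalized replicate activity at least 40 and at least half of replicates scoring 40 or more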;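 note: 0% = median of neutral control wells and 100% = median of positive control wells; inhibitors cause a drop in the FAM fluorescence signal; in these data hits start at about 50%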
ARNT TACC3 PPI: ARNT/TACC3 interaction disruption. AlphaScreen His-ARNT PAS-B/GST-TACC3 binding, luminescence; TACC3 fragment carries E629A point mutation. inhibition, % at 9.99 µM. 0.66% of 390,000 active. Q9Y6A5. AID 623870;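 active = mean inhibition of replicates at least 50% and at least half of replicates each reaching 50%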;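 note: 0% = complete ARNT plus TACC3 wells and 100% = ARNT alone without TACC3; many hits fall short of the cut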
RAD52 anneal inh: RAD52 (human) annealing inhibition | 0.46% of 360,000 active | inhibition, % at 18.7 µM | recombinant RAD52 DNA annealing, FRET fluorescence;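 active = every replicate showing at least 50% inhibition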
Numbers without * were called inactive; . = not tested or not shown.

Values run as follows: INS-1E GSIS act, esBAF inh, CFTR F508del cor, ERAP1 HTS inh, XiGFP reactiv, RAD54 inh, ARNT TACC3 PPI, RAD52 anneal inh
- Cc1cc(C(C)(C)C)cc(C)c1C(=O)O
→ -4, -3, ., -2, 0.1, ., -4, -22
- O=C(CCNC(=O)c1ccco1)Nc1ccc(OC(F)F)c(Cl)c1
→ 7, 2, -2.1, -4, -0.1, 6, -2, 6
- COCCNC(=O)C(=O)NCC1OCCN1S(=O)(=O)c1cc(F)ccc1F (stereo not given)
→ 7, -2, 0.9, -4, 0.0, -3, -4, -17
- CCCNC(=O)C[C@@H]1CC[C@@H]2[C@H](COc3ccc(NC(=O)Nc4ccccc4)cc3C(=O)N2C)O1
→ -3, 1, 0.1, ., 0.0, 3, ., .
- COc1ccc(NC(=O)c2cc(C3CCCCN3C(=O)CCCc3ccccc3)on2)c(C)c1 (stereo not given)
→ -19, 2, -1.6, -2, 0.1, -1, ., -21
- COC(=O)[C@@H]1C2CCC(C(=O)Nc3ccccc3)(CC2)[C@@H]1C(=O)OC
→ -3, -5, ., ., ., -7, -4, .
- N[C@@H]1CC[C@H](CCn2cc(C3CC3)nn2)O[C@@H]1CO
→ -2, ., 3.2, 3, -0.3, ., ., 6
- C=CCN=c1scc(-c2ccc3c(c2)NC(=O)CO3)n1/N=C(\C)c1ccccn1
→ -2, ., 8.7*, -1, 0.4, ., 6, -25
- C[C@@H]1CN([C@@H](C)CO)C(=O)Cc2cc(NS(C)(=O)=O)ccc2O[C@H]1CN(C)Cc1ccc(C(F)(F)F)cc1
→ -13, 2, -6.9, -1, -0.4, 6, -6, 11
- COc1cccc(C(=O)Nc2cccnc2)c1OC
→ -1, 0, ., 5, 0.0, -9, 2, -9
- CC(=O)N1[C@H](CO)[C@@H](c2ccc(-c3cccc(F)c3)cc2)[C@H]1CNC(=O)C1CC1
→ -15, 2, 1.7, ., 0.0, 5, -5, .
- C[C@@H]1CN([C@@H](C)CO)C(=O)c2cc(C#Cc3ccc(F)cc3)cnc2O[C@H]1CN(C)C(=O)Nc1ccc(F)cc1
→ -15, ., 3.9, 0, 0.0, -4, 5, -12
- Cc1cc(C)cc(NC(=O)Cn2cnc3c(nnn3Cc3ccc(F)cc3)c2=O)c1
→ 30, ., 1.0, 0, 0.6, ., -3, -8
- COCCCN1CC(=O)N2Cc3[nH]c4ccccc4c3C[C@H]2C1=O
→ -3, 7, -0.8, -1, 0.0, 1, -5, -12
- COc1cccc(-n2c(SCC(=O)NCc3ccco3)nnc2-c2c[nH]c3ccccc23)c1
→ -4, 4, 3.1, 2, 0.0, -3, -2, -19

Single values from the list:
In RAD54 inh, C[C@@H]1CN([C@@H](C)CO)C(=O)c2cc(C#Cc3ccc(F)cc3)cnc2O[C@H]1CN(C)C(=O)Nc1ccc(F)cc1 is entered as -4
In RAD52 anneal inh, O=C(CCNC(=O)c1ccco1)Nc1ccc(OC(F)F)c(Cl)c1 is entered as 6

(more compounds)
Values run as follows: INS-1E GSIS act, esBAF inh, CFTR F508del cor, ERAP1 HTS inh, XiGFP reactiv, RAD54 inh, ARNT TACC3 PPI, RAD52 anneal inh
- Cc1ccc2c(C)c(C(=O)NCc3ccc(S(N)(=O)=O)cc3)oc2c1C
→ 2, ., 1.6, 1, 0.0, ., 10, -3
- C[C@@H]1CN([C@H](C)CO)C(=O)Cc2cc(NS(=O)(=O)c3cccs3)ccc2O[C@@H]1CN(C)S(=O)(=O)c1ccc(Cl)cc1
→ -17, 1, 1.4, 3, -0.3, 3, 2, 20
- C=CCn1c(CNS(=O)(=O)c2ccc(F)cc2)n[nH]c1=S
→ 0, -5, -0.3, 0, 0.2, -2, -7, -7
- COc1ccc(CCC(C)N2CCOCC2)cc1 (stereo not given)
→ 0, -3, -0.2, -1, 0.0, -7, -21, -23
- C[C@@H]1CN([C@@H](C)CO)C(=O)c2cccc(NC(=O)C3CC3)c2O[C@H]1CN(C)Cc1ccccc1
→ 4, -3, -0.6, 0, -0.2, -12, 5, 0
- CO[C@@H]1CN(C)C(=O)c2cc(NC(=O)c3cc(C)on3)ccc2OC[C@@H](C)N(S(=O)(=O)c2cccc(F)c2)C[C@H]1C
→ ., 10, 0.8, 0, ., -5, 1, -6
- COc1ccc(NC(=O)Nc2ccc3c(c2)C(=O)N([C@H](C)CO)C[C@@H](C)[C@H](CN(C)C(=O)Nc2ccc(F)cc2)O3)cc1
→ 21, -2, -2.3, 6, -0.9, 0, 7, -4
- CC(=O)c1c(Nc2cccc(F)c2)oc(C)cc1=O
→ 3, ., -0.2, -1, -0.1, -7, 0, -15
- COc1cccc(NC(=O)CN(C)C(=O)Cc2ccc3c(c2)OCCO3)c1
→ 20, 4, 0.7, 0, 0.0, 8, 1, 0
- C[C@@H]1CN([C@H](C)CO)S(=O)(=O)c2ccc(C3=CCCCC3)cc2O[C@H]1CN(C)C(=O)C1CC1
→ -8, -3, 0.5, -3, 0.7, 0, -3, 4
- Cc1cccc(C)c1OCC(=O)OCC(=O)c1ccc2c(c1)NC(=O)CO2
→ -6, 1, ., -4, ., 3, 0, -20
- COc1ccc(S(=O)(=O)N(C)CC(=O)NCc2ccco2)cc1Cl
→ 8, ., -1.1, 0, 0.4, 3, 4, -18
- COc1ccc(Br)cc1CN(C)CC(=O)NCCc1ccccc1
→ -4, 7, -5.3, -1, 0.0, -14, -7, 3
- O=C(O)CSc1nc2ccc(C(=O)c3ccccc3)cc2[nH]1
→ 5, -12, -1.4, 2, 0.0, 20, -14, -16
- CC(=O)c1ccc(N2CCN(C(=O)Nc3ccc(F)cc3F)CC2)cc1
→ 5, ., 7.7, 0, -0.2, ., 0, -11

In the list so far, these contain a COOH group.
Values run as follows: INS-1E GSIS act, esBAF inh, CFTR F508del cor, ERAP1 HTS inh, XiGFP reactiv, RAD54 inh, ARNT TACC3 PPI, RAD52 anneal inh
- Cc1cc(C(C)(C)C)cc(C)c1C(=O)O
→ -4, -3, ., -2, 0.1, ., -4, -22
- O=C(O)CSc1nc2ccc(C(=O)c3ccccc3)cc2[nH]1
→ 5, -12, -1.4, 2, 0.0, 20, -14, -16

Just CFTR F508del cor (two entries from above):
Compound	CFTR F508del cor
COCCCN1CC(=O)N2Cc3[nH]c4ccccc4c3C[C@H]2C1=O	-0.8
COc1cccc(-n2c(SCC(=O)NCc3ccco3)nnc2-c2c[nH]c3ccccc23)c1	3.1

Next part.
Values run as follows: INS-1E GSIS act, esBAF inh, CFTR F508del cor, ERAP1 HTS inh, XiGFP reactiv, RAD54 inh, ARNT TACC3 PPI, RAD52 anneal inh
- C[C@@H]1CN([C@H](C)CO)C(=O)Cc2cc(NC(=O)CCC(F)(F)F)ccc2O[C@@H]1CN(C)C(=O)Nc1cccc2ccccc12
→ 2, 1, -1.1, 0, 0.2, -1, -3, -2
- NC(=O)c1ccc(NC(=O)CCC(=O)c2cccs2)cc1
→ 2, -1, -3.6, 2, 0.0, -16, -7, -19
- O=C(Cc1cccc(NC(=O)C2CCN(C(=O)C3CCCCC3)CC2)c1)Nc1cccc(C(=O)N2CCOCC2)c1
→ 9, 1, 3.9, ., 0.1, -1, -4, -14
- CCOC(=O)C1=C(COC(=O)CCOc2cc(C)ccc2C)NC(=O)NC1C (stereo not given)
→ 12, -7, -2.0, 0, 0.2, 6, -20, 1
- Clc1ccccc1Nc1nc(-c2ccncc2)nc2ccccc12
→ 19, -4, 0.6, -7, 0.3, -7, -4, -8
- CC(CCc1ccccc1)NC(=O)COC(=O)C1CCC(C(C)(C)C)CC1 (stereo not given)
→ -26, -3, ., -2, 1.2, -4, -7, -10
- CC(=O)c1ccc(Nc2nc(C(N)Cc3ccc(C(F)(F)F)cc3)cs2)cc1 (stereo not given)
→ ., -9, 1.7, 2, -0.2, 2, ., -124
- Cc1cc(N/N=C/c2ccc(F)cc2)nc(NCc2ccccc2)n1
→ -25, ., -3.1, -1, -0.1, -5, ., -36
- O=C(C[C@@H]1C=C[C@@H](NC(=O)c2ccc3c(c2)OCO3)[C@@H](CO)O1)NCc1ccc(Cl)cc1
→ 5, 10, 2.5, -1, -0.7, 5, -3, -3
- O=C1C=C(N2CCCCC2)C2(CCCCC2)O1
→ -2, ., -0.9, 13, 0.1, ., ., -6
- COc1ccc(OC)c(NS(=O)(=O)c2ccc(N3CCCC3=O)cc2)c1
→ 8, -3, ., ., ., -6, -11, .
- C[C@H]1CN([C@@H](C)CO)C(=O)Cc2cc(N(C)C)ccc2O[C@H]1CN(C)C(=O)Nc1ccc(F)cc1
→ 3, ., -0.9, 0, -1.5, ., ., 0
- Cc1nc(SCC(=O)NC2CCCC2)[nH]c(=O)c1Cc1ccccc1
→ 2, -1, 0.8, 0, ., ., -4, -10
- O=C(CSc1ncn[nH]1)c1ccc2c(c1)OCO2
→ 6, 5, ., ., ., -2, 18, .
- CC(=O)Nc1ccc(NC(=O)CSc2nnc(CNc3ccc(F)cc3)n2CC2CCCO2)cc1 (stereo not given)
→ 7, ., -1.5, 2, -0.1, ., 2, 1

Single records, from the list above.
CC(=O)c1ccc(Nc2nc(C(N)Cc3ccc(C(F)(F)F)cc3)cs2)cc1 (stereo not given) reads INS-1E GSIS act: .; esBAF inh: -9; CFTR F508del cor: 1.7; ERAP1 HTS inh: 2; XiGFP reactiv: -0.2; RAD54 inh: 2; ARNT TACC3 PPI: .; RAD52 anneal inh: -124
Cc1cc(N/N=C/c2ccc(F)cc2)nc(NCc2ccccc2)n1 reads INS-1E GSIS act: -25; esBAF inh: .; CFTR F508del cor: -3.1; ERAP1 HTS inh: -1; XiGFP reactiv: -0.1; RAD54 inh: -5; ARNT TACC3 PPI: .; RAD52 anneal inh: -36
COCCCN1CC(=O)N2Cc3[nH]c4ccccc4c3C[C@H]2C1=O reads INS-1E GSIS act: -3; esBAF inh: 7; CFTR F508del cor: -0.8; ERAP1 HTS inh: -1; XiGFP reactiv: 0.0; RAD54 inh: 1; ARNT TACC3 PPI: -5; RAD52 anneal inh: -12

Carrying on.
Values run as follows: INS-1E GSIS act, esBAF inh, CFTR F508del cor, ERAP1 HTS inh, XiGFP reactiv, RAD54 inh, ARNT TACC3 PPI, RAD52 anneal inh
- CC(CN1CC(=O)NC(=O)C1)N1CC(=O)NC(=O)C1 (stereo not given)
→ ., -15, 0.8, 2, 0.1, -26, ., -8
- CN(CC(=O)Nc1ccc(F)cc1)C(=O)Cn1cnc2ccc([N+](=O)[O-])cc2c1=O
→ -10, -1, 4.7, 3, 0.1, 8, -6, -14
- CN1CCN(C(=O)C[C@H]2CC[C@@H]3[C@H](COC[C@H](O)CN3C(=O)C3CCOCC3)O2)CC1
→ 12, -1, -0.5, -4, 0.0, -20, -7, -20
- COc1ccc(S(=O)(=O)N(C)C[C@@H]2Oc3ccc(N(C)C)cc3C(=O)N([C@H](C)CO)C[C@@H]2C)cc1
→ 2, -1, -1.1, 0, 0.1, 3, -3, 17
- NS(=O)(=O)c1ccc(CCNC(=O)C2CCCN2S(=O)(=O)c2cccc3nsnc23)cc1 (stereo not given)
→ 3, -4, 0.6, 0, 0.0, -2, 5, -1
- Cc1nc(SCC(=O)NCc2ccc3c(c2)OCO3)nc(C)c1C
→ 22, -5, -0.9, -1, 0.6, -3, -3, -11
- Cc1ccc(CN2CCN(c3ncccn3)CC2)o1
→ 1, -2, 0.8, -1, ., 4, 31, -5
- COc1ccc2[nH]c(=O)c(CN(C(=O)C3CCCO3)c3ccc(C)c(C)c3)cc2c1 (stereo not given)
→ 11, 5, 3.7, ., -0.2, 7, -7, -8
- Nc1c(C(=O)N/N=C/c2ccccc2)cnn1-c1ccccc1
→ ., 48*, 0.8, 3, 0.0, -1, -5, -4
- CCOC(=O)c1c(NC(=O)Cn2nc(C(F)(F)F)cc2C)sc2c1CCC2
→ -4, ., 0.3, -1, -0.1, ., -15, -15
- CCn1nnnc1SCC(=O)N1CCN(Cc2ccc3c(c2)OCCO3)CC1
→ -6, 2, -1.1, 1, 0.0, ., ., -10
